PGC1a acetyl inh: PGC1a acetylation modulation, inhibitor mode; U2OS PGC1a acetylation, AlphaScreen anti-acetyl-lysine; with virally co-expressed GCN5 acetyltransferase; inhibition, % at 15.6 µM; 350,000 compounds, 0.17% hits; AID 651687;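 active = every replicate shows inhibition of at least 40%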;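 note: 0% = neutral control wells and 100% = positive control wells; some results beyond the cut were filed as inactive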
LGR2 antag: Drosophila LGR2 receptor signaling inhibition; inhibition, % at 9.99 µM; 380,000 compounds, 0.35% hits; AID 720647; HEK293 LGR2, CRE-luciferase, bursicon-stimulated, 4 h;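 active = drop in luminescence signal, shown as inhibition above about 50% in the replicate tests, limit read from the data, passing the limit was not always enough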;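 note: agonist challenge used bursicon conditioned medium at about half maximal strength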
S100A4 inh HTS: inhibitors of human S100A4 binding to myosin IIA peptide | 360,000 compounds, 0.14% hits | inhibition, % at 10.7 µM | P26447 | AID 652163 | S100A4/TAMRA-MyoIIA peptide fluorescence polarization;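 active = mean inhibition of at least 70% across replicates, with every replicate also reaching that level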
Target sequence (P26447 whole entry, looked up): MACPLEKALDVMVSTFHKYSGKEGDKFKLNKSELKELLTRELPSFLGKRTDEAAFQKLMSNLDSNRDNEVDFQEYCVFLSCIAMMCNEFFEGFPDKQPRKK
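Compound dosing: one dose per compound; test system: human S100A4 monomer with TAMRA-labelled myosin IIA peptide; probe or stimulus: TAMRA-labelled myosin IIA heavy-chain peptide probe, 5 nM; medium: HEPES buffer with Ca2+, pH 7.2; schedule: 5 min incubation before reading; benchmarks: neutral control DMSO, positive control TFP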
EWS-Fli inh: inhibitors of EWS/Fli oncoprotein transcriptional activity; 350,000 compounds, 0.67% hits; A673 NR0B1-luciferase reporter, viability-normalised; AID 651661; inhibition, % at 12.6 µM;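 active = mean inhibition of at least 50% after viability correction, with every replicate also passing that limit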;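 note: firefly luciferase signal divided by Alamar Blue viability fluorescence both relative to DMSO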
PglD DTNB: blocks C. jejuni PglD acetyltransferase activity; purified PglD enzyme, DTNB colorimetric CoA detection; AID 602405; 360,000 compounds, 0.098% hits; inhibition, % at 12.5 µM; in the data active = inhibition above about 16%, passing the limit was not always enough; note: strong numbers were not always called active
PAX8 reporter: lowers PAX8-driven luciferase in RMG-I cells; RMG-I TPO-luciferase reporter, SteadyGlo, 24 h; inhibition, % at 12.6 µM; 360,000 compounds, 1.2% hits; AID 652154;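 active = mean replicate inhibition at least 60% with every replicate also reaching 60%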;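 note: luciferase light reporting Pax8 driven TPO promoter activity; plate controls were median of neutral control wells for no effect and mitoxantrone controls for full effect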
FN deposition inh: fibronectin deposition inhibition. inhibition, % at 12.6 µM. 350,000 compounds, 0.086% hits. AH1F fibroblasts, Alexa488-fibronectin deposition fluorescence, overnight;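 active = mean inhibition across replicates of 30% or more, regardless of how many single replicates reach that level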;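 note: positive control wells lacked labelled fibronectin entirely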
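Assay system: AH1F fibroblasts assembling fluorescent fibronectin matrix; Amount: 10000 AH1F cells per well; Buffer or medium: DMEM, 2% serum; Probe or stimulus: Alexa488-fibronectin, 24 nM final in well; Doses: single compound dose, delivered by pin transfer; Incubation: 1 h adhesion, overnight exposure; Measured by: fluorescence 485/525 nm; Read-out: fibronectin deposition inhibition.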
ERAP1 inh: ERAP1 (human) enzyme inhibition. Q9NZ08. recombinant ERAP1, Leu-AMC fluorescence, 60 min. inhibition, % at 10.7 µM. 340,000 compounds, 0.15% hits. AID 652197;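 active = mean replicate inhibition of at least 30%, or all replicates individually reaching that 30% level; inactive = mean below 30% and not every replicate reaching it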;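 note: 0% = neutral control wells and 100% = L-leucinethiol positive control wells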
Target sequence (Q9NZ08 whole entry, looked up): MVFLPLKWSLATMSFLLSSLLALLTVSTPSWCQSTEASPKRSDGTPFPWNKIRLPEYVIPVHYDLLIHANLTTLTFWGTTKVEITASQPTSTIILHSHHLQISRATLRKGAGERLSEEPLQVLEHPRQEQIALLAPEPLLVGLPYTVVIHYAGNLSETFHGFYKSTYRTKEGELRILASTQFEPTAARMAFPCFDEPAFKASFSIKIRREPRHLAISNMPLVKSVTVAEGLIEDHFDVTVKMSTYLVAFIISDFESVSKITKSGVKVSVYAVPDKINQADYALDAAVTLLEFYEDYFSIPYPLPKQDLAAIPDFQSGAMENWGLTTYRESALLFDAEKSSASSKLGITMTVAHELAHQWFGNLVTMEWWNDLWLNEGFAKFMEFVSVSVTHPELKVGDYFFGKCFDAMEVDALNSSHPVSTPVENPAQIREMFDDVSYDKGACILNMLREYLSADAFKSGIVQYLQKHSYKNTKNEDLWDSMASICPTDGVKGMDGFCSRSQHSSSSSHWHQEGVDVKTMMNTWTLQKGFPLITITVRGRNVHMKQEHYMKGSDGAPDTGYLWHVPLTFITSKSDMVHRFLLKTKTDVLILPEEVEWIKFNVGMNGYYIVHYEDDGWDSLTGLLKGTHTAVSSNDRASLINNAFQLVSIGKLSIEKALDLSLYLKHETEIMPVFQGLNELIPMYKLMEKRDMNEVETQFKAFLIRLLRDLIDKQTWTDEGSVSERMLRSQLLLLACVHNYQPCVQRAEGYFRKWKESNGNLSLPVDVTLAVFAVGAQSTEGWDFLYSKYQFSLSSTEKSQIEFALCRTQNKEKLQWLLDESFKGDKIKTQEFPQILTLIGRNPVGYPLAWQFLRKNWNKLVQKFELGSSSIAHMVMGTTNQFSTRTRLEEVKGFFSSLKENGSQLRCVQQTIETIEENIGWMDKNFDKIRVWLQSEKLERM
Numbers without * were called inactive; . = not tested or not shown; & = joins results of further samples.

SMILES	PGC1a acetyl inh	LGR2 antag	S100A4 inh HTS	EWS-Fli inh	PglD DTNB	PAX8 reporter	FN deposition inh	ERAP1 inh
CC(=O)N1CCN(S(=O)(=O)c2cccc(C(=O)NC3CCCC3)c2)CC1	-6	-14	-2	-3	3	8	-3	0
O=C(NCCc1ccccc1)C1CCN(C(=O)c2ccc([N+](=O)[O-])cc2)CC1	.	39	-2	3	.	-5	-8	0
CCCN1C(=S)SC(C)(C)C1/[N+]([O-])=C/c1cccnc1 (centres undefined)	2	.	.	.	5	9	3	.
CC12CCC(C(=O)Nc3cc(Cl)ccc3Cl)(C(Br)C1=O)C2(C)C (centres undefined)	-11	5	.	.	5	-6	10	.
OCCN1CCN(c2cc(-c3ccc(CO)cc3)nc3ccnn23)CC1	.	.	2	6	-3	-11	2	-8
N#CCCN(C(=O)CN1CCN(S(=O)(=O)c2ccc(Cl)s2)CC1)c1ccc(F)cc1	-6	25	8	2	-3	1	.	4
CC(C)(C)c1ccc(C(=O)NC(=S)Nc2nc3c(s2)CCCC3)cc1	6	16	2	-6	6	-83	7	-4
Cc1noc(C)c1NC(=O)Nc1ccc2c(c1)C(=O)N([C@@H](C)CO)C[C@@H](C)[C@@H](CN(C)S(=O)(=O)c1ccc(Cl)cc1)OCCCC[C@@H](C)O2	-11	-17	8	.	1	14	5	5
CCOC(=O)CCc1c(C)nc(SCCN2CCCC2)c(C#N)c1C	8	.	.	.	2	0	5	.
O=C(NCCc1ccccn1)c1cncc(Br)c1	0	1	-13	-32	4	-5	0	1
CCOc1ccc2nc3sc(C(=O)N4CCOCC4)c(N)c3cc2c1	-1	-3	5	-6	-5	-12	-1	-14
C[C@@H]1CN([C@@H](C)CO)C(=O)c2cc(-c3ccc(C#N)cc3)cnc2O[C@H]1CN(C)Cc1cccnc1	5	15	-15	-4	2	.	8	-2
CC1CCN(C(=O)COC(=O)CCC(=O)c2ccc(F)cc2)CC1	17	.	4	3	0	12	-1	3
Fc1ccc2cc(-c3ccccc3)ncc2c1	-1	-39	-4	-174	-1	-147	1	1
Cc1cc(OC(C)C(=O)NCc2ccccn2)c2c(C)cc(=O)oc2c1 (centres undefined)	5	6	-2	.	3	-6	0	0
COc1ccc(NC(=O)Nc2ccc3c(c2)CC(=O)N([C@H](C)CO)C[C@@H](C)[C@H](CN(C)C(=O)Nc2ccccc2)O3)cc1	4&4	-15&-2	0&-5	-1&-1	3&-8	-3	-3	-1&-2
Cc1ccc(S(=O)(=O)N(C)C)cc1NC(=O)COC(=O)COc1ccc2c(c1)CCC2	-6	3	3	2	1	-13	-5	-3
COc1ccccc1C(=O)NC(=S)/C=C1/N(C)c2ccccc2C1(C)C	.	25	-68	7	.	28	-9	7
O=C(OCC(=O)c1cccs1)c1ccc(NC(=O)c2ccco2)cc1	10	.	.	.	-5	-32	7	.
COc1ccc(S(=O)(=O)N2CCOC2CNC(=O)C(=O)NCCc2c[nH]c3ccccc23)cc1C (centres undefined)	-13	-24	5	-27	-2	-17	1	6
COc1ccc2c(C)c(C(=O)N3CC[C@@H](N4CCC(O)CC4)[C@H](O)C3)oc2c1	.	14	-4	-5	1	9	-14	1
Cc1ccccc1-c1ccc2c(c1)O[C@@H](CN(C)C)[C@@H](C)CN([C@@H](C)CO)S2(=O)=O	-24	13	-9	4	4	.	-8	-6
COc1ccc(S(=O)(=O)Nc2ccc3c(c2)C(=O)N([C@@H](C)CO)C[C@@H](C)[C@H](CN(C)Cc2ccc(C(=O)O)cc2)O3)cc1	4	11	-2	-6	5	.	-2	-2
Cc1ccc(C)c(SCC(=O)NC(=O)NC2CCCC2)c1	-9	-4	-1	3	0	-16	-1	2
Cc1ccccc1S(=O)(=O)N[C@@H]1CC[C@H](CCn2cc(-c3ccc(F)cc3)nn2)O[C@H]1CO	-11	1	13	3	-1	4	-6	0
Cc1cc(=O)[nH]c(N2CCN(c3ccc(Cl)cc3)CC2)n1	8	1	2	-8	-4	3	2	4
COc1ccc(N2CCN(C3CCCCC3NS(=O)(=O)c3ccccc3)CC2)cc1 (centres undefined)	0	-4	-3	.	3	19	13	-2
CC(=O)c1ccc(Nc2ccc(-c3ccccc3F)nn2)cc1	1	.	-6	-63	0	-118	0	0
CC1CCCN(C(=O)c2cc3ccccc3cc2O)C1 (centres undefined)	.	3	6	-4	2	10	-3	-2
O=C(N/N=C/c1cc(Br)c(O)c(Br)c1O)c1ccc2c(c1)OCCO2	3	-30	-8	-51	-6	-12	13	1

Taken from above.
`Cc1ccccc1-c1ccc2c(c1)O[C@@H](CN(C)C)[C@@H](C)CN([C@@H](C)CO)S2(=O)=O` in PGC1a acetyl inh reads -24
`Cc1ccc(C)c(SCC(=O)NC(=O)NC2CCCC2)c1` in EWS-Fli inh reads 3
`COc1ccc2c(C)c(C(=O)N3CC[C@@H](N4CCC(O)CC4)[C@H](O)C3)oc2c1` in FN deposition inh reads -14
`N#CCCN(C(=O)CN1CCN(S(=O)(=O)c2ccc(Cl)s2)CC1)c1ccc(F)cc1` in ERAP1 inh reads 4

Part of the list above, as a markdown table.
| Molecule | PGC1a acetyl inh | LGR2 antag | S100A4 inh HTS | EWS-Fli inh | PglD DTNB | PAX8 reporter | FN deposition inh | ERAP1 inh |
| --- | --- | --- | --- | --- | --- | --- | --- | --- |
| CC1CCCN(C(=O)c2cc3ccccc3cc2O)C1 (centres undefined) | . | 3 | 6 | -4 | 2 | 10 | -3 | -2 |
| Cc1ccc(S(=O)(=O)N(C)C)cc1NC(=O)COC(=O)COc1ccc2c(c1)CCC2 | -6 | 3 | 3 | 2 | 1 | -13 | -5 | -3 |
| COc1ccc(N2CCN(C3CCCCC3NS(=O)(=O)c3ccccc3)CC2)cc1 (centres undefined) | 0 | -4 | -3 | . | 3 | 19 | 13 | -2 |

More records follow.
SMILES	PGC1a acetyl inh	LGR2 antag	S100A4 inh HTS	EWS-Fli inh	PglD DTNB	PAX8 reporter	FN deposition inh	ERAP1 inh
CC(C)CCNC(=O)C1(C)CCN1Cc1ccc(-c2ccccn2)cc1 (centres undefined)	-2	3	-5	-14	6	5	-4	-1
CCCn1nnnc1NCc1ccccc1Cl	.	8	2	14	2	-20	6	3
COc1ccc(S(=O)(=O)NCC2CCCO2)cc1Cl (centres undefined)	-6	2	-4	3	-1	-47	4	2
S=C(Nc1cccc(Br)c1)N1CCn2cccc2C1c1cccnc1 (centres undefined)	.	-7	5	12	.	-5	.	-2
CN1CCN(CCOc2ccc(Cl)c(Cl)c2)CC1	.	-5	.	.	-118	-16	2	.
COc1ccc(OC)c(S(=O)(=O)Nc2ccc3c(c2)C(=O)OC3)c1	0	5	1	13	5	7	-11	3
CCOCCn1c2ccccc2c2nc3ccccc3nc21	-4	-31	-2	-23	-1	3	-5	-1
COc1ccc(-c2ccc([C@H]3[C@H](CO)N4C(=O)CN(Cc5ccccc5)C[C@@H]34)cc2)cc1	-24	9	-5	-11	.	-16	-1	2
CCOc1ccc(CCNC(=O)COC(=O)COc2cc(C)cc(C)c2)cc1OCC	13	-12	-12	2	.	-7	5	-4
Cc1cc(S(=O)(=O)N2CCN(C(=O)c3ccco3)CC2)ccc1F	-7	6	3	0	-6	0	3	-6
CCOC(=O)C1=C(c2ccccc2)NC(=O)NC1c1ccc(N(C)C)cc1 (centres undefined)	10	8	-3	10	-5	.	.	-1
COc1ccccc1NS(=O)(=O)c1ccc(C(=O)NCC(c2cccs2)N2CCOCC2)cc1 (centres undefined)	5	6	0	-4	1	3	-2	4
COc1cccc(CNS(=O)(=O)c2cc(-c3cc(C)no3)ccc2C(C)C)c1	-2	12	-6	.	.	20	6	-2
COc1ccc(S(=O)(=O)N(C)C[C@@H]2Oc3ccc(NS(=O)(=O)c4ccc(C)cc4)cc3CC(=O)N([C@H](C)CO)C[C@@H]2C)cc1	-3	6	.	11	-2	-15	.	.
COC(=O)[C@]12CCCCC=C1N(Cc1ccc(Cl)cc1Cl)C(=O)[C@H](CC(=O)NCc1ccc(OC)c(OC)c1)C2	.	25	2	9	.	17	2	-1
COc1ccccc1/C=C/C=C1N=C(/C=C/c2ccc(Cl)cc2)OC/1=O	-6	-12	.	.	-6	6	-3	.
COCC(=O)N(C)C[C@@H]1Oc2ncc(C#Cc3ccccc3OC)cc2C(=O)N([C@H](C)CO)C[C@H]1C	4	10	2	-3	-3	.	16	4
COc1ccc(OC)c(C(=O)NC(CC(N)=O)c2ccc(NCCN3CCCCC3)c([N+](=O)[O-])c2)c1 (centres undefined)	.	-15	-4	-7	-1	-6	-6	1
CC(C)C[C@H]1CN(CCCC[C@@H]2CNC(=O)C(=O)N2Cc2ccccc2)C(=O)C(=O)N1CCc1ccc(O)cc1	.	-2	-1	8	.	-5	27	-1
CCCCNc1nc(Nc2ccc(C)c(Cl)c2)c2cnn(C)c2n1	.	-4	-7	3	2	-3	-2	1
CCOC(=O)C1=C(CC)Nc2ccccc2N=C1NC(=O)c1ccc(OC)c(S(=O)(=O)N2CCCCC2C)c1 (centres undefined)	4	9	-5	9	.	10	-14	1
CSCCNC(=O)c1ccc2nc(Cc3ccccc3F)oc2c1	8	.	3	-80	-1	-20	-6	0
Cn1c(CNC(=O)c2ccco2)nnc1SCC(=O)Nc1ccc(Cl)cc1	-12	7	-9	13	4	9	3	-1
COc1cccc(S(=O)(=O)Nc2ccc3c(c2)[C@H]2C[C@@H](CC(=O)NC4CCCCC4)O[C@H](CO)[C@H]2O3)c1	-3	.	-4	-3	-1	21	.	25
O=S(=O)(c1ccc(F)cc1)N1CC[C@@H]2[C@H](CO)Nc3ccc(Br)cc3[C@@H]21	9	8	1	-4	-1	-2	-19	.
CC(/C=N/NC(=O)c1ccncc1)=C\c1ccccc1	1	-46	-5	-11	-1	.	.	-1
CSc1ccc(-c2nc(O)c3cnccn23)cc1	.	1	-2	9	-1	-5	1	4
O=C(Nc1nccs1)C(=O)c1c[nH]c2ccccc12	-9	.	.	.	-5	-202	5	.
Oc1ccc(/C=N/Nc2ncc(Br)cn2)c(O)c1	9	-28	.	.	3	-105	14	.
C[C@@H]1CN([C@H](C)CO)C(=O)c2cccc(NC(=O)NC3CCCCC3)c2O[C@H]1CN(C)CC1CCCCC1	16	-2	-5	22	2	.	.	-2
CC(C)C#Cc1cnc2c(c1)C(=O)N([C@@H](C)CO)C[C@@H](C)[C@H](CN(C)Cc1cncnc1)O2	6	-7	20	-9	6	-15	.	-3
c1ccc(Cn2nnnc2C(c2cccs2)N2CCCCCC2)cc1 (centres undefined)	-52	-5	.	.	6	.	10	.
COCC1CCN(C(=O)c2ccc3oc(Cc4ccccc4)nc3c2)C1 (centres undefined)	-17	3	-5	.	-5	-40	1	0
CC(C)=CCC/C(C)=C/C=N/NC(=O)c1ccc([N+](=O)[O-])cc1	0	-11	.	.	9	-30	0	.
COc1cc(OC)cc(-n2nnnc2SCC(=O)NCCc2ccc(OC)c(OC)c2)c1	.	-9	-3	8	.	11	2	1
CC1(C)c2[nH]c3ccccc3c2C[C@@H]2C(=O)N(Cc3ccco3)C(=O)N21	.	5	-6	-1	3	4	-4	1
CC(=O)c1cccc([N+](=O)[O-])c1	-12	6	19	-1	2	.	.	-5
CC1CCCN(C(=O)c2ccc3c(c2)C(=O)N(CCC2=CCCCC2)C3=O)C1 (centres undefined)	0	15	1	11	-4	0	-5	.
COC(=O)C1=CN(c2ccc(F)cc2)C(N)=C(C#N)C1c1cccc(OC)c1OC (centres undefined)	.	-15	0	4	.	1	.	.
CC(C)NC(=O)N(C)C[C@H]1Oc2c(NC(=O)Nc3ccccc3)cccc2C(=O)N([C@@H](C)CO)C[C@H]1C	5	5	4	5	-1	-3	.	-6
COC(=O)c1ccc(NCCC(=O)O)cc1	13	-3	-1	3	-6	-5	-6	3

Compound activity: PubChem BioAssay, Broad Institute
